NCI-60 one-dose screen, 48 h, at 10 µM unless noted. Numbers give growth in % (100 = growth as untreated, 0 = no growth, -100 = all killed).
OVCAR-3: OVCAR-3 ovarian cancer; actives 7% (n = 79,000)
OVCAR-4: OVCAR-4 ovarian cancer cells; actives 3.7% (n = 80,000); AID 1794784
PC-3: PC-3 prostate cancer cells | actives 3.9% (n = 80,000) | AID 1794754
OVCAR-5: OVCAR-5 ovarian cancer | actives 2.9% (n = 82,000)
DU-145: DU-145 prostate cancer; actives 4.2% (n = 81,000); AID 1794760
OVCAR-8: OVCAR-8 ovarian cancer; actives 4.4% (n = 81,000)
SF-268: SF-268 CNS cancer cells | actives 3.1% (n = 82,000)
SK-OV-3: SK-OV-3 ovarian cancer cells. actives 3.2% (n = 80,000)
U251: U251 CNS tumor cells; actives 5.4% (n = 80,000); AID 1794753
An asterisk follows results filed as active; . = no result given; & = joins results of further samples. Rule for the calls: active = growth percent below 10; inactive = the rest.

nr	smiles	OVCAR-3	OVCAR-4	PC-3	OVCAR-5	DU-145	OVCAR-8	SF-268	SK-OV-3	U251
1	COc1ccc(/C=C2/C(=O)NC(SCC(=O)N3CCN(c4cc5c(cc4F)c(=O)c(C(=O)O)cn5C4CC4)CC3)=NC2N)cc1 (stereo not given)	108	95	102	105	104	105	93	110	100
2	Nc1nonc1-c1nc2ccccc2n1Cc1ccc(Cl)cc1	105	73	79	82	103	77	85	85	83
3	COc1ccc(-c2c(C(=O)NS(=O)(=O)C(C)C)n(Cc3cccc(C)c3)c3ccccc23)cc1	90	90	68	99	103	80	96	102	89
4	CN(C)C1(C)C=CC2CC1C2(C)C (stereo not given)	103	98	90	100	99	98	99	101	97
5	Cc1ccc(N=CNN=C(N)N)cc1	112	95	107	99	113	91	105	104	97
6	COc1ccc(NC(=O)Cn2c(/C=C/c3ccc(N(C)C)cc3)nc3ccccc3c2=O)cc1	27	59	64	66	6.8*	21	73	25	23
7	Nc1nc(-c2ccc([N+](=O)[O-])cc2)cc(=O)[nH]1	116	110	96	107	107	104	102	122	100
8	CC1=C(C(=O)c2ccccc2)C(c2ccc3ccccc3c2)n2c(nc3ccccc32)N1 (stereo not given)	127	85	92	111	105	80	98	100	35
9	Cc1nc(-c2ccccc2O)ccc1C(=O)N=Nc1c(O)[nH]c2ccc(F)cc12	107	104	96	98	111	99	100	111	99
10	CCC(=O)Oc1cccc(C(OC(=O)CC)OC(=O)CC)c1	96	110	100	103	105	113	97	111	99
11	O=C1c2c(c3c4ccc(Br)cc4oc3c3[nH]c4ccccc4c23)C(=O)N1O	21	66	41	96	38	48	14	79	23
12	C[N+]1(CCC[N+]2(C)CCCCCCC2)CCCCCCC1	126	.	94	117	121	101	109	112	103
13	NS(=O)(=O)c1ccc(NC(=O)c2ccc(Cc3n[nH]c(=O)c4cccnc34)cc2)cc1	100	111	96	98	111	102	93	86	109
14	Cc1ccc(-c2nc(C#N)c(NCC(c3ccc(Cl)cc3)N3CCCCC3)o2)cc1 (stereo not given)	97	83	69	85	95	98	89	107	87
15	CSc1ncc(C)c(Nc2ccc(Br)cc2)n1	108	102	90	107	106	99	92	98	89

A second format for part of the listing above.
Screens in order: OVCAR-3	OVCAR-4	PC-3	OVCAR-5	DU-145	OVCAR-8	SF-268	SK-OV-3	U251
#3 COc1ccc(-c2c(C(=O)NS(=O)(=O)C(C)C)n(Cc3cccc(C)c3)c3ccccc23)cc1
    90	90	68	99	103	80	96	102	89
#4 CN(C)C1(C)C=CC2CC1C2(C)C (stereo not given)
    103	98	90	100	99	98	99	101	97

Next structures follow:
nr	smiles	OVCAR-3	OVCAR-4	PC-3	OVCAR-5	DU-145	OVCAR-8	SF-268	SK-OV-3	U251
16	Nc1ncc(-c2cnn(C3CCNCC3)c2)cc1-c1nc2ccccc2o1	-62*	36	.	35	15	9.5*	-0.5*	3.5*	13
17	COc1ccc(C(=O)Oc2c(Cl)cc(Cl)cc2Cl)cc1	102	100	102	112	108	102	99	102	95
18	NC(=S)N/N=C/c1ncccc1O	28	35	37	-8.6*	13	.	15	47	25
19	CC(=O)OCC(=O)[C@H]1CCC2C3CCC4=CC(=O)CC[C@]4(C)C3CC[C@@]21C (stereo not given in full)	.	.	87	100	.	95	.	102	101
20	Clc1ccc(Sc2ccccc2)cc1	121	120	91	99	128	121	106	109	104
21	CN(C(=O)Nc1cccc2c(NC(=O)N(C)C3CCCCC3)cccc12)C1CCCCC1	103	102	96	103	102	88	87	100	.
22	O=C(N=Nc1c(O)[nH]c2ccccc12)c1cnc2n(c1=O)CCCCC2	109	115	102	102	113	107	102	115	101
23	Cc1cccc2sc(NC(=O)CN3CCN(CCN4C(=O)c5cccc6cccc(c56)C4=O)CC3)nc12	114	100	.	101	102	88	89	97	69
24	Cc1cccc[n+]1[O-]	110	112	98	93	123	104	105	112	107
25	COc1ccc(SSc2ccc(OC)cc2C(=O)O)c(C(=O)O)c1	118&106	108&106	100&114	97&105	104&109	102&102	93&109	104&112	98
26	Oc1ccccc1/C=N/C(/N=C/c1ccccc1O)c1ccccc1O	109	100	90	103	113	101	112	102	95
27	O=S(=O)(O)c1ccc(N=Nc2ccc(N=Nc3ccc(O)c4cccc(S(=O)(=O)O)c34)cc2)cc1	107	121	100	108	110	94	99	100	95
28	COc1ccccc1N(C(C)=O)C1=C(Cl)C(=O)c2ccccc2C1=O	-23*	22	3.3*	23	38	19	30	18	8.4*
29	CCOC(=O)C(=O)O	111	91	104	105	110	104	107	97	.
30	CC(=O)Nc1ccc(S(N)(=O)=O)cc1	116&110	105&99	99&81	102&106	113&111	98&100	115&105	100&95	96&93

Four records picked at random from those above, as already listed:
nr	smiles	OVCAR-3	OVCAR-4	PC-3	OVCAR-5	DU-145	OVCAR-8	SF-268	SK-OV-3	U251
16	Nc1ncc(-c2cnn(C3CCNCC3)c2)cc1-c1nc2ccccc2o1	-62*	36	.	35	15	9.5*	-0.5*	3.5*	13
25	COc1ccc(SSc2ccc(OC)cc2C(=O)O)c(C(=O)O)c1	118&106	108&106	100&114	97&105	104&109	102&102	93&109	104&112	98
24	Cc1cccc[n+]1[O-]	110	112	98	93	123	104	105	112	107
30	CC(=O)Nc1ccc(S(N)(=O)=O)cc1	116&110	105&99	99&81	102&106	113&111	98&100	115&105	100&95	96&93

Following part
nr	smiles	OVCAR-3	OVCAR-4	PC-3	OVCAR-5	DU-145	OVCAR-8	SF-268	SK-OV-3	U251
31	CCOP(=O)(CCCOc1cc2c(cc1OC)C(=O)N1CCC[C@H]1C=N2)OCC	129	109	106	107	148	123	123	127	94
32	NC(=S)N1N=C(c2ccc3c(c2)OCO3)CC1c1ccc(F)cc1 (stereo not given)	36	61	83	100	42	86	99	106	45
33	O=c1nc2c(-c3nc(-c4ccccc4)cs3)n[nH]n2c2sc3c(c12)CCCC3	106	116	89	110	108	103	96	98	99
34	O=S(=O)(c1ccccc1)n1cc2c(c1)-c1nc(Nc3ccccn3)sc1CC2	75	53	54	104	77	72	63	72	61
35	CCOC(=O)C1C(=O)N(c2ccccc2CC)C(=O)C(C#N)=C1c1ccc(OC)c(OC)c1 (stereo not given)	100	104	115	94	105	112	98	117	108
36	COc1cccc(CC(C)=C(c2ccc(OCCN(C)C)cc2)c2ccc(OCCN(C)C)cc2)c1	-18*	.	16	21	22	-2.7*	-33*	70	-78*
37	CN(C)c1ccc(/C=N/N=C(\C#N)[S][Sn]([Cl])([c]2ccccc2)[c]2ccccc2)cc1	-80*	28	69	13	5.6*	61	43	100	57
38	O=CCCN(CCC=O)c1ncnc2ccc(Cl)cc12	101	114	94	91	101	97	100	101	95
39	C#CCCCN(Cc1ccc(S(C)(=O)=O)cc1)Cc1ccccc1OC	106	.	81	97	113	96	111	96	.
40	C[N+](C)([O-])c1ccc(/C=C/c2c(F)cccc2F)cc1	86	72	76	105	101	99	94	82	90
41	CC(=O)OC1CCC2(C)C(CCC3C2CC(OC(C)=O)C2(C)C(/C(C)=C/C=C(c4ccccc4)c4ccccc4)CCC32)C1 (stereo not given)	100	102	86	110	102	103	96	92	89
42	O=C(Cn1nncc1CN1C(=O)CSC1=O)Nc1cccc(Br)c1	109	.	104	104	103	101	95	95	99
43	C=CCOC(=O)C1=C(C)NC2=C(C(=O)CC(C)(C)C2)C1c1ccc(C)cc1 (stereo not given)	103	107	87	103	118	98	93	90	101
44	CSc1nc(NCC(C)C)c(C#N)c(-c2cccc(N)c2)n1	113	95	100	96	111	98	91	100	.
45	c1ccc(CSc2nnc(NC3CCCCC3)s2)cc1	97	96	104	113	103	105	99	106	101
46	CCOC(=O)NCc1ccccc1	103	109	98	107	104	106	101	104	98
47	CC(=O)n1cc(C=C2C(=O)CC(C)(C)CC2=O)c2ccccc21	103	107	103	106	105	96	95	92	96
48	CC[N+]1(CC(=O)c2ccc(Cl)cc2)CCCCC1	108	106	96	103	110	104	101	99	102
49	CCOC(=O)CC(C(=O)OCC)N1CCCCC1 (stereo not given)	113	94	103	97	116	105	102	112	107
50	CN1CCN(c2ccc(C(=O)Nc3cccc(-c4cn(-c5ccc(S(N)(=O)=O)cc5)nn4)c3)cc2C(F)(F)F)CC1	.	85	70	84	93	87	83	102	60
51	CC1(C)OC(=O)C(=Cc2cccc(C#N)c2)C(=O)O1	99	95	107	94	101	116	93	104	105
52	O=C1CCCC(=O)N1CCCCCCN1C(=O)CCCC1=O	110	109	103	105	116	102	108	110	103
53	CC(C)N1CCN(Cc2ccc3c(NNC(=O)c4ccccc4)nc4cc(F)ccc4n23)CC1	40	21	37	60	31	18	24	35	17
54	O=c1nc(-c2ccccc2)cc(-c2cc3ccccc3nc2Cl)[nH]1	8.8*	81	32	41	38	-68*	38	85	-73*
55	O=C(OCC(=O)c1cc2ccccc2o1)c1ccc(NS(=O)(=O)c2cccs2)cc1	121	135	112	92	106	105	111	100	108
56	CC(c1ccc2ccccc2c1)c1ccccc1C(=O)O (stereo not given)	111	115	97	108	121	107	107	100	102
57	CCN(CC)c1ccc(C(=C2C=CC(=[N+](CC)CC)C=C2)c2ccc(S(=O)(=O)O)cc2S(=O)(=O)[O-])cc1	111	101	93	104	115	.	102	98	106
58	Cc1cc(-c2ccc(N=C=O)c(C)c2)ccc1N=C=O	105	104	92	99	112	103	107	99	101
59	COc1cccc(C(=O)Nc2ccc(CN3CCc4nc5cc(OC)c(OC)cc5cc43)cc2)c1	53	57	22	65	46	47	47	74	34
60	CCOC(=O)/C=C1/SC(N2CCCCC2)C(=O)N1CC (stereo not given)	129	107	94	44	109	101	85	104	97
61	CCCCCCCCCCCCCCCCCCNC(=O)N1CC1	112	95	92	100	103	91	98	93	107
62	COc1ccc2cc(C(C)C(=O)Nc3ccc(S(N)(=O)=O)cc3)ccc2c1 (stereo not given)	108	105	86	108	111	89	96	104	91
63	O=c1cc(O)c2sc(-c3cccc(C(F)(F)F)c3)cc2[nH]1	88	84	89	91	99	108	96	97	104
64	CN1C(=O)C(=Cc2ccc(OCC(=O)N3CCCCC3)cc2)C(=O)N(C)C1=O	108	110	96	108	111	103	102	113	106
65	O=c1[nH]nc(-c2ccc(Br)cc2)c2sc(NC(=S)Nc3ccc(Oc4ccccc4)cc3)nc12	100	105	87	107	104	92	95	92	93
66	COC(=O)/C(CCC=C(C)C)=C1\[C@@H](OC(C)=O)C[C@@]2(C)[C@H]1C[C@@H](O)[C@H]1[C@@]3(C)CC[C@H](NCCO)[C@@H](C)[C@@H]3CC[C@@]12C	105	107	102	104	104	101	104	.	103
67	Cc1nc2c(cnn2-c2ccccc2)c(=O)n1-c1ccc(N2C(=O)C=CC2=O)cc1	105	97	91	105	106	98	100	133	94
68	Cc1c(Cc2ccccc2)c(=O)oc2c(C)c(OCC(=O)NN3C(=O)CCC3=O)ccc12	109	104	91	114	111	90	96	101	102
69	CSc1ccc(NCc2cn(-c3ccc(C(=O)O)cc3)nc2-c2ccc(C(=O)O)cc2)cc1	113	109	109	95	109	101	97	116	100
70	CC(=O)Nc1ccc(F)c(F)c1	102	116	101	98	105	112	102	106	98
71	N#CCC(=O)NCc1ccncc1	119	84	101	103	116	99	114	94	.
72	CC(C)OCCCNc1nc2c(cnn2C)c(=O)[nH]1	107	105	96	105	98	103	102	100	102
73	OCCCCC(c1ccc(O)cc1)c1ccc(O)cc1	105	104	92	107	103	101	105	117	106
74	CC(=O)CCC(=O)OCc1ccccc1	101	107	88	127	105	99	97	103	95
75	COc1ccc(-c2cc(NC(=O)Nc3ccc4ncsc4c3)no2)cc1	114	96	93	99	108	102	105	118	.

Nothing new here: three of the compounds above.
nr	smiles	OVCAR-3	OVCAR-4	PC-3	OVCAR-5	DU-145	OVCAR-8	SF-268	SK-OV-3	U251
73	OCCCCC(c1ccc(O)cc1)c1ccc(O)cc1	105	104	92	107	103	101	105	117	106
74	CC(=O)CCC(=O)OCc1ccccc1	101	107	88	127	105	99	97	103	95
75	COc1ccc(-c2cc(NC(=O)Nc3ccc4ncsc4c3)no2)cc1	114	96	93	99	108	102	105	118	.

Continuation:
nr	smiles	OVCAR-3	OVCAR-4	PC-3	OVCAR-5	DU-145	OVCAR-8	SF-268	SK-OV-3	U251
76	CCCCc1ccc(NC(=O)/C=C\C(=O)O)cc1	110	104	93	108	111	114	101	106	93
77	N#CCNC(=O)C(c1ccccc1)c1ccccc1	117	122	110	114	117	113	106	109	104
78	Cc1cc([N+](=O)[O-])cc(C)c1OC(=O)Nc1c(Cl)cccc1Cl	109	100	111	103	113	99	100	98	103
79	CCN(CC)C(N)=S	115	99	96	104	105	107	100	102	105
80	O=c1[nH]c(=O)n2ncnc2[nH]1	111	135	91	110	109	110	103	103	100
81	CC1=NN(C(=O)c2nn(-c3ccc(Cl)cc3)cc2O)C(=O)C1	-6.4*	30	.	64	52	29	38	34	48
82	COC(=O)c1cc(-c2cc(OC)c(OC)c(OC)c2)[nH]c1N/N=C/c1c(Cl)cccc1Cl	9.3*	5.1*	12	23	46	5.4*	32	28	14
83	CC(=O)OC1OC(COC(c2ccccc2)(c2ccccc2)c2ccccc2)C(OC(C)=O)C(OC(C)=O)C1OC(C)=O (stereo not given)	89	91	61	114	104	84	96	89	75
84	COc1cc2c(Nc3ccc(F)c(Cl)c3)ncnc2c(OC)c1OC	107	103	86	99	106	96	107	96	95
85	O=C(Nc1nc2ccc(NS(=O)(=O)c3cccs3)cc2s1)c1ccco1	111	97	99	102	103	94	102	108	94
86	COc1ccc(-c2cc(-c3ccc(Cl)cc3)nc(SCCCCCC(=O)NO)n2)cc1OC	96	98	88	91	109	90	112	90	101
87	COc1ccc(NC(=O)CSc2nnc(-c3ccc4nc(-c5ccccc5)[nH]c4c3)o2)cc1	110	100	105	101	104	101	101	108	102
88	O=[N+]([O-])c1ccc(N=Nc2c(Cl)c(O)c3ccccc3c2O)nc1	75	.	69	106	108	84	101	107	83
89	CC(=O)Nc1cccc2c1Cc1cc([N+](=O)[O-])ccc1-2	101	97	99	104	110	94	97	99	96
90	C/C(=C\c1ccccc1)c1ccncc1	113	112	108	123	112	123	104	110	104

Outcome played no part in choosing rows; any-hit rate near 9.5%.
